DDE Tn6 FP inh: inhibitors of Tn6 peptide binding to fibrin DD(E), primary screen, biochemical, fluorescence polarization, human fibrin, Tn6 probe; Fibrin DD(E) TRITC-Tn6 fluorescence polarization displacement; inhibition, % at 8.3 µM; 0.21% of 370,000 active;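 active means inhibition above a per-campaign cutoff: mean of compounds within control limits plus 3 SD, cut at about 15% in these data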;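 further: 0% = median of all compound wells on the plate and 100% = blocking peptide control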
Tn7 DDE FP: inhibitors of Tn7 peptide binding to fibrin DD(E), primary screen, biochemical, fluorescence polarization, human fibrin, Tn7 probe | Fibrinogen beta chain (Homo sapiens), P02675 | FP displacement of FITC-Tn7 peptide from fibrin DD(E); 0% = median of compound wells per plate | inhibition, % at 8.3 µM | 0.13% of 370,000 active | AID 720508, 2013;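 active means inhibition above the mean of compounds falling within the control limits plus 3 SD of them, cut at about 14% in these data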;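 further: 0% = plate median of compound wells and 100% = 10 µM Aha-Tn7 peptide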
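Test system – human fibrin DD(E) · Times – 10 min preincubation, 3 h with tracer, room temperature · Detection – fluorescence polarization of the labelled Tn7 tracer · Measure – percent inhibition normalized to high-control wells · Benchmarks – high control wells with 10 µM unlabelled Aha-Tn7 peptide (full inhibition) · Repeats – singlicate testing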
ARFGAP1 inh: inhibitors of rat ARFGAP1 GAP activity, primary screen, biochemical, fluorescence polarization, GDP tracer; Arfgap1-stimulated ARF1 GTP hydrolysis, GDP FP detection; inhibition, % at 16.5 µM; 0.26% of 360,000 active; AID 651572, 2012;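 active means inhibition above a per-plate limit, mean inhibition of low control wells plus 3 SD, cut at about 25% in these data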;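 further: 0% = DMSO wells with enzyme and 100% = wells lacking Arfgap1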
Target sequence (Q62848 1-136 limits assumed): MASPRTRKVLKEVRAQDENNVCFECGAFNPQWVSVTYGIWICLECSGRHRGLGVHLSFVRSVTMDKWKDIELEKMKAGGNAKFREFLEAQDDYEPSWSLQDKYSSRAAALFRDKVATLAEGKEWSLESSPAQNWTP
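System: truncated rat Arfgap1 GAP domain / Medium: HEPES-based buffer, pH 7.5 / Also added: N-terminally truncated human ARF1-GTP substrate / Incubation: enzyme reaction 120 min at 25 °C after 20 min preincubation / Measured by: FP of antibody-bound GDP Alexa 633 tracer, ex 620/em 688 nm / Replicates: singlicate, each compound tested once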
ADAM17 inh: ADAM17 inhibitors, primary screen, biochemical, QFRET. Disintegrin and metalloproteinase domain-containing protein 17 (Homo sapiens), P78536. recombinant ADAM17, EDANS/DABCYL FRET peptide cleavage. inhibition, % at 6.95 µM. 0.83% of 370,000 active;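 active means inhibition above the mean of compounds lying between control limits plus 3 SD, set per campaign, cut at about 8.5% in these data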;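 further: 0% = DMSO-only wells as the low control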
PLCg1 inh: PLC-gamma1 enzyme inhibitors, primary screen, biochemical, fluorescence, purified enzyme. AID 720700, 2013. inhibition, % at 12.2 µM. fluorogenic substrate. 0.84% of 370,000 active. 1-phosphatidylinositol 4,5-bisphosphate phosphodiesterase gamma-1 (Homo sapiens), P19174; in the data active means inhibition above about 9.5%
ADAM10 inh: human ADAM10 inhibitors, primary screen, biochemical, QFRET, HTS; Disintegrin and metalloproteinase domain-containing protein 10 (Homo sapiens), O14672; recombinant ADAM10, EDANS/DABCYL FRET peptide cleavage, 3 h; inhibition, % at 7 µM; 0.62% of 370,000 active; AID 720582, 2013;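 active means inhibition above a per-campaign cutoff equal to the mean of compounds falling between control-based bounds plus 3 SD, cut at about 20% in these data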;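 further: 0% = DMSO wells while the 100% control is not disclosed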
Target sequence (O14672 214-748 limits assumed): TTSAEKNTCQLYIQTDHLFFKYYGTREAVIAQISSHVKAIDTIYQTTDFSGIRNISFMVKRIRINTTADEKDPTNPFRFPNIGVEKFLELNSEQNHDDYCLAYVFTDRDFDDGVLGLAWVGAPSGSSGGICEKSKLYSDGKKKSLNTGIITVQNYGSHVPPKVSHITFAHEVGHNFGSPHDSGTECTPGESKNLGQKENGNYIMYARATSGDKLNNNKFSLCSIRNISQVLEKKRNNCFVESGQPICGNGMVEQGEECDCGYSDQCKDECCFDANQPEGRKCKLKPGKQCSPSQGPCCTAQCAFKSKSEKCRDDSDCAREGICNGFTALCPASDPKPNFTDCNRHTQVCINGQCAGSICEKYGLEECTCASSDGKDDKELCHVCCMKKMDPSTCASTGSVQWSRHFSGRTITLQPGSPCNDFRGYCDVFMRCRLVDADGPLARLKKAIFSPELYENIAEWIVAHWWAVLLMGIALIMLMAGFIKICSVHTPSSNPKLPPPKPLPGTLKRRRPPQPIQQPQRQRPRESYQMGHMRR
ASAP1 inh: inhibitors of human ASAP1 ArfGAP activity, primary screen, biochemical, fluorescence polarization | inhibition, % at 16.5 µM | ASAP1-stimulated ARF1 GTP hydrolysis, GDP FP detection | Arf-GAP with SH3 domain, ANK repeat and PH domain-containing protein 1 (Homo sapiens), … | 0.19% of 360,000 active | AID 624377, 2012; in the data active means inhibition above about 25%;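 further: 0% = vehicle with enzyme and substrate and 100% = no enzyme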
TDP2 absorb: human TDP2 enzyme inhibitors, primary screen, biochemical, epi absorbance, recombinant enzyme. inhibition, % at 12.8 µM. Tyrosyl-DNA phosphodiesterase 2 (Homo sapiens), O95551. T5PNP hydrolysis, p-nitrophenol absorbance 415 nm. AID 720702, 2013. 0.34% of 370,000 active;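 active means inhibition above the mean of all tested compounds plus 3 SD, set per campaign, cut at about 25% in these data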;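 further: 0% = DMSO with enzyme and 100% = buffer with substrate but no TDP2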
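Test system: Human TDP2 enzyme | Reagent: 5 mM T5PNP | Compound dosing: 12.8 µM single point, 1% DMSO | Incubation: Enzyme reaction with compound for 2 h at 37 °C | Technique: p-Nitrophenol epi absorbance | Read-out: % inhibition relative to enzyme-containing and enzyme-free wells | Benchmarks: High control without enzyme, low control DMSO plus TDP2 | Replicates: Singlicate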
proKLK7 act: proKLK7 zymogen activators, primary screen, biochemical, fluorescence intensity | purified proKLK7, EDANS-DABCYL substrate fluorescence; 100% is mature enzyme control, 0% vehicle | activation, % at 7 µM | 0.9% of 370,000 active | AID 652039, 2013;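 active means activation above the mean of all tested compounds plus 3 SD, computed per campaign excluding outliers beyond control limits, cut at about 13% in these data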
Target sequence (P49862 whole entry, looked up): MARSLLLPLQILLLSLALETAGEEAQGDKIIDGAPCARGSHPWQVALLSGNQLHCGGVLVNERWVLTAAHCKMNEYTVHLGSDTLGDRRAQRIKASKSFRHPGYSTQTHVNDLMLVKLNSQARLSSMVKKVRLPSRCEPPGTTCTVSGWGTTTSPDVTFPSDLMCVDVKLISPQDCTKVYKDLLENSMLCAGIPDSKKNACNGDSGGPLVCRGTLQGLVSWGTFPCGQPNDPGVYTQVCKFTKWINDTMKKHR
LEDGF integ inh: blockers of LEDGF/p75-dependent integrase strand transfer – biochemical, TR-FRET, high throughput, primary screen | HIV-1 integrase (with human LEDGF/p75) | TR-FRET IN-LEDGF/p75 DNA integration, Eu/Cy5 | inhibition, % at 3.7 µM | 0.64% of 370,000 active;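 active means inhibition above the screen-wide mean plus 3 SD, cut at about 13% in these data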;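 further: signal is the Cy5 over europium emission ratio at 671 and 618 nm; 0% = plate median of compound wells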
* hit, by the source's call; i = inactive; . = no result given.

SMILES | DDE Tn6 FP inh | Tn7 DDE FP | ARFGAP1 inh | ADAM17 inh | PLCg1 inh | ADAM10 inh | ASAP1 inh | TDP2 absorb | proKLK7 act | LEDGF integ inh
Cc1ccc(N(C)C(=O)c2cnn(-c3ccccc3)c2C)c(C)c1 | 5 | 7 | -2 | -4 | 2 | -4 | -17 | -12 | 0.8 | -1
Cc1cc(=O)n2[nH]cc(C(=O)O)c2n1 | -1 | 10 | -13 | -6 | -5 | -2 | 5 | 9 | 0.4 | -1
O=C1OC(c2ccccc2)C(O)=C1c1ccccc1 (stereo unspecified) | 0 | -4 | 2 | 0 | 0 | -6 | -7 | 5 | -0.1 | -4
CCOC(=O)Cc1csc(NC(=O)CSc2nc(N)c3c(C)c(C)sc3n2)n1 | -10 | 0 | 12 | 4 | 2 | 10 | -3 | 0 | -0.2 | 5
O=C(CCN1c2ccccc2Sc2ccccc21)Oc1ccccc1 | 1 | 3 | -8 | -4 | -2 | 9 | -5 | 4 | -0.9 | -2
COc1ccc(-c2cc(C(F)F)n3ncc(C(=O)N4CCc5ccccc5C4)c3n2)cc1 | -1 | -2 | -6 | -111 | i | -375 | 1 | 0 | -17 | 1
CCOc1ccc(-n2c(SCC(=O)Nc3cc(C)c(NC(=O)c4ccccc4)cc3OC)nnc2-c2cccc(Cl)c2)cc1 | 0 | 1 | . | 7 | -14 | 9 | . | 2 | 4.8 | -5
C=C(C)Cn1c(SCC(=O)N/N=C(\C)c2ccc(Br)cc2)nnc1-c1ccc(Br)cc1 | -6 | -5 | . | -2 | 5 | 4 | . | -7 | -0.5 | 2
O=C(Nc1ccc(Oc2cccc(C(F)(F)F)c2)nc1)c1ccccc1 | -2 | -3 | 0 | -4 | 2 | -5 | 17 | 3 | 0.3 | -3
CCOc1ccc(-n2nnnc2SCC(=O)Nc2cccc(O)c2)cc1 | -1 | -3 | 2 | 5 | 13* | 10 | 7 | -19 | 0.1 | -1
Oc1ccc(-c2nnc(SCc3ccccc3)o2)cc1 | 7 | -3 | -3 | 3 | 5 | 0 | 4 | -3 | 1.0 | -5
O=C(CNc1cccc([N+](=O)[O-])c1)NC(=O)NC1CCCCC1 | 0 | -2 | 4 | 1 | 0 | -1 | -16 | -13 | 0.2 | 0
Cc1ccc(Cc2c(-c3ccc(C)cc3)nc3ccc(Cl)cn23)cc1 | 0 | 6 | -1 | -9 | -4 | -45 | -3 | -2 | -2.8 | 2
c1ccc2oc(NC3=NCN(C4CCCCC4)CN3)nc2c1 | -5 | 1 | 8 | -4 | -2 | -1 | -9 | 9 | 0.0 | -4
Nc1[nH]c(C(=O)c2ccccc2)c(-c2ccc3ccccc3c2)c1C(=O)NCc1cccc2ccccc12 | -8 | 5 | 9 | 0 | -17 | 0 | -2 | 4 | -1.2 | -1
O=C(NC1CC1)c1ccc(S(=O)(=O)NCC2CCCCC2)cc1 | 1 | -7 | 11 | -3 | 3 | -7 | -11 | 4 | -0.2 | 1
COc1cccc(CNC(=O)CCC2CCCN(C(=O)c3ccc(C)nc3)C2)c1 (stereo unspecified) | -4 | 7 | -6 | -7 | -1 | -7 | -6 | 5 | -0.3 | -1
COc1ccc(CC(=O)NNC(=O)c2ccccn2)cc1 | -1 | -6 | -11 | -2 | 0 | -1 | 5 | 6 | 0.1 | -1
CC(C)(C)S(=O)N1C[C@@H]2CC(=O)C=C2[C@H]1CCO (stereo partly specified) | 2 | -1 | 3 | -4 | 1 | -13 | -3 | 2 | 0.0 | -1
O=C(O)c1ccccc1C(=O)N1CCN(c2ncccn2)CC1 | 1 | 2 | -10 | 1 | 6 | 1 | 7 | 16 | -0.1 | 3
CC(C)CCNC(=O)NC(=O)CSc1nnc(COc2ccccc2Cl)o1 | 0 | -6 | -8 | 9.8* | 7 | 23* | 7 | -17 | -1.1 | 1
COc1nc(N(C)C)nc(-n2nnc(C(C)=O)c2C)n1 | 0 | -1 | 11 | -5 | 0 | 1 | 16 | 0 | 0.2 | -1
COc1ccc(CC(=O)Nc2cc(S(=O)(=O)N3CCCCC3)ccc2OC(C)C)cc1OC | 6 | 1 | -8 | 0 | -2 | 0 | -1 | -5 | 0.3 | -4
O=S(=O)(c1ccc(NC(=S)NCc2ccc(F)cc2)cc1)N1CCOCC1 | 1 | -8 | -2 | 0 | 1 | 10 | 18 | 17 | -0.4 | 2

The last 3 entries of the part before lead into the next:
SMILES | DDE Tn6 FP inh | Tn7 DDE FP | ARFGAP1 inh | ADAM17 inh | PLCg1 inh | ADAM10 inh | ASAP1 inh | TDP2 absorb | proKLK7 act | LEDGF integ inh
COc1nc(N(C)C)nc(-n2nnc(C(C)=O)c2C)n1 | 0 | -1 | 11 | -5 | 0 | 1 | 16 | 0 | 0.2 | -1
COc1ccc(CC(=O)Nc2cc(S(=O)(=O)N3CCCCC3)ccc2OC(C)C)cc1OC | 6 | 1 | -8 | 0 | -2 | 0 | -1 | -5 | 0.3 | -4
O=S(=O)(c1ccc(NC(=S)NCc2ccc(F)cc2)cc1)N1CCOCC1 | 1 | -8 | -2 | 0 | 1 | 10 | 18 | 17 | -0.4 | 2
C#CCOCCOCCOCCNc1nc(N2CCOCC2)nc(N2CCN(C(=O)[C@H]([C@@H](C)CC)n3cc(CCCN=C(N)N)nn3)CC2)n1 | -1 | -1 | -10 | 2 | 10* | 3 | 16 | -9 | 0.1 | -1
COc1cc2c(cc1OC)CN(C1CCCN(Cc3cccc(C(C)=O)c3)C1)CC2 (stereo unspecified) | -3 | -6 | -8 | -41 | -140 | -115 | 11 | -6 | 23* | 7
CC(C)CCNC(=O)c1cc(-c2cccs2)nc2ccccc12 | -4 | -5 | 11 | -179 | -139 | -407 | -3 | -9 | -11 | -7
CC(=O)Nc1ccc(SCC(=O)NC(=O)c2ccc(Cl)cc2)cc1 | -2 | 1 | -8 | -5 | 1 | -17 | -3 | -10 | 0.6 | -4
COc1ccccc1NC(=O)N1CCCC1C(=O)Nc1ccc(NC(C)=O)cc1 (stereo unspecified) | -1 | -2 | -10 | -3 | 5 | -2 | 17 | -10 | -0.1 | -6
CC1CC(C)CN(C(=O)COC(=O)c2cccc(S(=O)(=O)N(C)c3ccccc3)c2)C1 (stereo unspecified) | -4 | 5 | 3 | -3 | 1 | -8 | -5 | 1 | -0.2 | 1
O=C(c1cc(-c2ccncc2)nc2ccccc12)N1CCN(Cc2ccccc2)CC1 | -1 | -7 | 7 | -2 | -4 | -5 | 7 | -7 | 0.2 | 2
Cc1ccc(C2=NS(=O)(=O)N(C)C(C(=O)NC3CCCCC3)=C2)cc1 | 2 | 2 | 0 | -4 | -8 | -27 | -3 | -5 | 0.1 | -3
CN(C(=O)c1cccc(NC(=O)Cc2ccc(NC(=O)C3CCN(C(=O)c4ccccc4)CC3)cc2)c1)C1CCCC1 | 6 | 3 | 3 | 7 | 6 | 3 | 12 | -4 | 1.0 | 5
CCCCSc1nc2c([nH]1)c(=O)n(C)c(=S)n2C | -1 | 0 | 2 | 0 | 2 | -13 | 5 | 2 | 0.2 | 0
FC(F)(F)c1cccc(NC(=S)NCc2ccccn2)c1 | 4 | -5 | -12 | 1 | 0 | 8 | 8 | -8 | -0.3 | 0
O=C(OCCN1C(=O)c2ccccc2C1=O)c1cc(S(=O)(=O)N2CCOCC2)ccc1F | -3 | -1 | -7 | -4 | -1 | -12 | 5 | -2 | -0.6 | -1
COc1ccc(/C=C2\SC(=O)N(CC(=O)Nc3ccccc3O)C2=O)cc1OC | 0 | 4 | -3 | 3 | -1 | -2 | -9 | -9 | -0.2 | -4
Cn1c(SCC#N)nc2ccccc2c1=O | 11 | 2 | -1 | -2 | 1 | 1 | 12 | 8 | -0.1 | 2
Cc1ccc(C(C)C)c(OCC(O)CN2CCN(CCO)CC2)c1 (stereo unspecified) | 6 | -5 | -4 | 2 | 2 | -6 | -1 | -3 | -1.1 | 2
Clc1ccc(CSc2nnc(-c3ccccn3)n2Cc2cccs2)cc1Cl | -1 | -2 | -11 | 2 | 4 | 3 | -8 | 4 | -0.1 | 2
O=C(CN1C(=O)COc2ccccc21)NCCN1CCC(Cc2ccccc2)CC1 | -2 | 3 | 11 | -7 | -2 | -7 | 9 | 11 | -0.2 | -1
CCOC(=O)C1CCN(C(=O)CCN2C(=O)C3C4C=CC(C4)C3C2=O)CC1 (stereo unspecified) | -1 | 7 | 7 | -2 | -1 | -4 | 3 | -2 | -0.3 | 0
Cc1cc2oc(C(=O)NCCc3ccc(S(N)(=O)=O)cc3)cc(=O)c2cc1C | 2 | 4 | 6 | -1 | -4 | 4 | 3 | -1 | 0.1 | -4
COc1ccc(C)cc1NC(=O)COC(=O)Cc1c[nH]c2ccccc12 | 1 | -2 | 4 | 2 | 2 | 5 | -7 | 4 | 0.5 | 2
COc1cc(C(=S)N(C)C)ccc1O | -1 | 7 | 2 | -5 | -1 | -5 | -2 | 10 | -0.4 | 3
O=C(CC1CCCCC1)N1CCCC(c2nc(-c3ccc(S(=O)(=O)N4CCCC4)cc3)no2)C1 (stereo unspecified) | -1 | -4 | -4 | 1 | 2 | 6 | 4 | 0 | 1.2 | 4
CCOC(=O)[C@]12CCCC=C1N(CCCOC)C(=O)[C@@H]2CC(=O)NCc1cccc2ccccc12 | 3 | 1 | . | 0 | 1 | 8 | . | -2 | 0.7 | 4
C[C@@H]1CCCCO[C@H](CN(C)Cc2ccncc2)[C@@H](C)CN([C@H](C)CO)C(=O)c2cc(N(C)C)ccc2O1 | -6 | -1 | -7 | -4 | -27 | -20 | 7 | -3 | 1.0 | -2
Cc1cc(NC(=O)c2ccccc2F)n(C(C)(C)C)n1 | 11 | 2 | 0 | -5 | -3 | -9 | -12 | 2 | -0.2 | -3

High-throughput results as filed in PubChem BioAssay.
